V-ATPase pH = alters yeast V-ATPase proton transport; S. cerevisiae, pHLuorin cytosolic pH fluorescence; response, % at 10 µM; actives 0.37% (n = 350,000); in the data active = response mostly above about 7.3%, no sharp cut-off; inactive = mostly below about 5.4%; also: actives read high; inactives centre near 0; some compounds called inactive have numbers as strong as hits; reference of the scale not given here
CDK5 p35 inh = blocks human CDK5/p35 kinase activity; AID 488839; Recombinant CDK5/p35, ADP-Glo luminescence, 60 min; Q00535+Q15078; inhibition, % at 10 µM; actives 0.01% (n = 330,000);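 active = highest replicate inhibition of at least 50% and at least 75% of replicates reaching 50%; inconclusive = only one of the two criteria met; inactive = both criteria failed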;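 also: plate controls were DMSO neutral control for no effect and GW8510 at 10 µM for full effect; many of its hits are not listed in these tables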
MITF act = increases MITF-driven TRPM1 promoter luciferase signal | SK-MEL-5 TRPM1-promoter luciferase, 24 h; % of positive control, neutral wells = 0 | activation, % at 12.5 µM | actives 0.75% (n = 300,000);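 active = mean activation of at least 80% with every replicate also reaching 80%; inconclusive = mean reaches 80% but some replicate falls short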;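 also: 0% = neutral control wells and 100% = parthenolide positive control wells; values of inactives mirror those of a sister screen read the other way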
dFosB activator = mouse delta FosB homodimer activation. AID 493131. purified delta FosB, TAMRA-CDK5 oligo fluorescence polarization; percent of positive-control signal above neutral wells. actives 0.99% (n = 340,000). activation, % at 25 µM. P13346;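 active = mean activation above about 17%, with every replicate also reaching it, limit read from the data, passing the limit was not always enough; inconclusive = only one of the two conditions met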;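 also: fluorescence polarization rise as delta FosB binds a TAMRA Cdk5 AP-1 oligo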
Wnt bcat act = activators of Wnt/beta-catenin signaling; Wnt/beta-catenin reporter cell assay, activator, plate reader; activation, % at 9.35 µM; actives 1.2% (n = 300,000); AID 743398; in the data active = activation above about 30%, passing the limit was not always enough; inconclusive = no clear call, values can overlap the other calls;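 also: 0% = neutral control wells and 100% = positive control wells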
HTR5A inv ctr = HTR5A inverse agonism, opioid heterodimer counter-screen; HTR5A cell line, luminescence; inhibition, % at 9.3 µM; actives 0.083% (n = 340,000); AID 504634; in the data active = inhibition mostly above about 23%, no sharp cut-off; inactive = mostly below about 18%;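 also: 0% = cells with DMSO and 100% = no-cell wells with DMSO; some compounds called inactive have numbers as strong as hits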
PvdQ inh = P. aeruginosa PvdQ acylase inhibition; AID 488965; actives 0.063% (n = 340,000); purified PvdQ acylase, fluorescence plate reader; inhibition, % at 10 µM; in the data active = inhibition above about 30%, passing the limit was not always enough; inconclusive = no clear call, values can overlap the other calls;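 also: 0% = vehicle neutral wells and 100% = reference inhibitor wells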
HTR5A ag = counter-screen for OPRM1-OPRD1 agonists: human HTR5A agonism; P47898; HTR5A agonist assay, luminescence, cell-based; activation, % at 9.3 µM; actives 0.61% (n = 340,000); AID 504692; in the data active = activation mostly above about 9.5%, no sharp cut-off; inactive = mostly below about 7.6%;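 also: 0% = cells with vehicle only and 100% = reference agonist; strong numbers were not always called active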
NSD2 HMT inh = NSD2 (human) methyltransferase inhibition | NSD2 peptide methylation, AlphaScreen, 120 min | inhibition, % at 12.5 µM | actives 0.54% (n = 310,000); in the data active = inhibition above about 50%
Target sequence (O96028 whole entry, looked up): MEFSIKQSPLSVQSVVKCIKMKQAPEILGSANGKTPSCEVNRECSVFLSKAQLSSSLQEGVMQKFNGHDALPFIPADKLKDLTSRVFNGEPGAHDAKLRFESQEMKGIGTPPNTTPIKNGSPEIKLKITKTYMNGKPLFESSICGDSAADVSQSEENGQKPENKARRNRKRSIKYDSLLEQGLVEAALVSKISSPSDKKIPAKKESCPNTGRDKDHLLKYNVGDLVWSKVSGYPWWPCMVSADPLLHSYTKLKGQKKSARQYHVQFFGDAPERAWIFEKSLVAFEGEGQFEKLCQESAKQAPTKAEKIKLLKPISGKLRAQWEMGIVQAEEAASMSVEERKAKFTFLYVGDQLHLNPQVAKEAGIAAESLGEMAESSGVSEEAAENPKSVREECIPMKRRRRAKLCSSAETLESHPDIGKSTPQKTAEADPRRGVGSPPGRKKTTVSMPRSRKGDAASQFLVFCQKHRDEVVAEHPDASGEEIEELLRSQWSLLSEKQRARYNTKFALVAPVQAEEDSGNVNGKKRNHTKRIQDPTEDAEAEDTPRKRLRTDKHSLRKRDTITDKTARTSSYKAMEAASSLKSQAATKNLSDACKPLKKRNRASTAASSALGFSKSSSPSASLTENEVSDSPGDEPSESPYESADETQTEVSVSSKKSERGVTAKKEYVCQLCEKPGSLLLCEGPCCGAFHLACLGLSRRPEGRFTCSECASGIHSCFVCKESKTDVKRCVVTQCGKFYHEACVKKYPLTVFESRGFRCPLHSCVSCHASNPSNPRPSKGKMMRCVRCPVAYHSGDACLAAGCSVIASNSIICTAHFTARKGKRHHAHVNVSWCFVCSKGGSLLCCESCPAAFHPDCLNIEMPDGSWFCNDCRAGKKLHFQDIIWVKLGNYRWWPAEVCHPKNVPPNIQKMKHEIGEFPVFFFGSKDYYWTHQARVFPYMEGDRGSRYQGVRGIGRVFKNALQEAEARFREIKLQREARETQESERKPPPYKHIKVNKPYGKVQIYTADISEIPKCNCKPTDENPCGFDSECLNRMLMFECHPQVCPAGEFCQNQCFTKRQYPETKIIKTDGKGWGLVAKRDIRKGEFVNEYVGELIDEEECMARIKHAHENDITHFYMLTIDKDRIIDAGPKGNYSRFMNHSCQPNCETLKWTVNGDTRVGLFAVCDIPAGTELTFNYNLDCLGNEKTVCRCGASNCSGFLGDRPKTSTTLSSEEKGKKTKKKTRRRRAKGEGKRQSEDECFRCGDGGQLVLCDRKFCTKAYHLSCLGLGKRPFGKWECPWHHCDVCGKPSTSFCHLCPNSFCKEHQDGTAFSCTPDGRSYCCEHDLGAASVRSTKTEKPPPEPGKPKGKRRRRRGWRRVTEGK
SR-BI HDL uptake = mouse SR-BI HDL lipid transfer inhibition; inhibition, % at 12.5 µM; ldlA[mSR-BI] CHO cells, DiI-HDL uptake fluorescence, 3 h; actives 0.96% (n = 320,000);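 active = mean replicate inhibition of at least 70% and a set share of replicates each scoring 70 or more; inconclusive = meets just one of the two criteria; inactive = fails both criteria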;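 also: 0% = median of neutral control wells and 100% = median of positive control wells; values of inactives mirror those of a sister screen read the other way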
An asterisk follows results filed as active; ? = inconclusive; . = no result given. Compounds were not picked by outcome, and some 5% of all compounds hit somewhere here.

SMILES	V-ATPase pH	CDK5 p35 inh	MITF act	dFosB activator	Wnt bcat act	HTR5A inv ctr	PvdQ inh	HTR5A ag	NSD2 HMT inh	SR-BI HDL uptake
CCOC(=O)c1ccc(NC(=O)c2ccc3c(c2)C(=O)N(CC2CCCO2)C3=O)cc1 (centres undefined)	0	0.6	-18	-9	-1	10	-7	-2	2	55
Cc1nc2ccccn2c1C(=O)NNC(=S)Nc1ccccc1	2	-7.7	.	-2	20	-20	-15	-2	0	-8
Cc1csc(N)n1	-1	-0.9	-8	0	-1	-28	9	8	.	0
CCOC(=O)C1=C(C)NC(=O)C(C#N)C1c1ccco1 (centres undefined)	4	-0.7	-13	-1	0	-12	15	8	-6	-61
COc1ccc(S(=O)(=O)N2CCN(CCCOc3ccc(F)cc3)CC2)cc1OC	0	0.3	-11	-7	15	-9	-2	-4	-4	.
O=C(Nc1ccc(F)cc1)C1(S(=O)(=O)c2ccc(Cl)cc2)CC1	-5	-3.7	2	-2	-2	-2	-14	1	3	-9
COc1ccc(C)cc1NC(=O)C(Sc1nnc2ccccn12)c1ccccc1 (centres undefined)	-3	-0.8	-13	-3	-2	10	-7	-4	0	34
O=C(NN=C1CCCCCC1)c1cn(-c2ccccc2)nc1-c1ccccc1	2	-0.3	12	-8	4	-6	-4	2	0	14
N#Cc1c(N2C(=O)Nc3ccccc3N2O)sc2c1CCCCCC2	4	1.2	4	0	-1	-3	-4	0	-2	-25
NC(=O)N/N=C/c1ccc(-c2ccc([N+](=O)[O-])cc2)o1	-2	2.0	7	2	3	6	9	1	6	29
CC(=O)Nc1cccc(C(=O)OCC(=O)Nc2ccc(Cl)cn2)c1	0	-4.0	9	2	3	1	-15	3	-2	3
CCc1ccc2c(c1)cc(CN(Cc1ccco1)C(C)=O)c1nnnn12	7	0.2	2	-1	-3	-14	-3	6	-1	16
CCOC(=O)N1CCN(C(=O)C(=O)Nc2sc3c(c2C#N)CC(C)(C)OC3)CC1	1	1.4	10	-1	1	-19	-10	-1	15	-20
CN(C)CCNC(=O)c1ccc(Sc2ccc(Br)cc2)c([N+](=O)[O-])c1	-3	-1.1	5	10	-8	9	-16	-3	14	9
Cc1[nH]c2ccc(C(=O)Nc3ccncc3)cc2c1C	4	-0.4	8	-5	1	-13	6	4	2	.
COc1ccc(-c2noc(CCCC(=O)Nc3cccnc3)n2)cc1OC	-2	0.8	-11	5	1	-28	-12	9	-3	-27
COCCCNC(=O)c1ccc(CSCc2ccc(C)cc2)o1	2	-2.9	-6	-3	0	-3	-19	1	0	-1
COc1cccc(C2=NOC(C(=O)Nc3cccnc3Cl)C2)c1 (centres undefined)	-1	-0.2	-3	-1	-1	8	-9	-3	4	-17
C/C(=C\c1ccc(Br)cc1)C(=O)c1c(C)cc(C)[nH]c1=O	-2	0.5	-2	-14	1	-17	1	7	-1	-22
O=C(NNS(=O)(=O)c1ccc(F)cc1)c1cc2ccccc2cc1O	-3	-1.0	11	-7	-2	-17	-12	3	0	14
COc1cccc(C(=O)NCCN2CCOCC2)c1	1	0.6	16	0	0	10	2	-4	-1	-2
Cn1cc(S(=O)(=O)Nc2cccc3ccccc23)c(=O)n(C)c1=O	-5	0.0	-4	-1	-1	7	5	2	-2	-27
CC1CCN(S(=O)(=O)c2cn(CC(=O)N3CC(C)CC(C)C3)c(=O)c3ccccc23)CC1 (centres undefined)	2	-0.1	-9	0	-4	-22	5	1	-2	66
CCOC(=O)c1ccccc1NC(=O)Cc1ccc(S(=O)(=O)N2CCCC2)s1	-4	8.6	-1	-9	6	-2	9	1	-1	28
Cc1cc(/C=C2/C(=O)N(C)C(=S)N2C)ccc1N1CCCC1	0	0.9	55	-12	44*	8	-13	-4	16	45
Cc1ccc(C(=O)O)cc1-c1ccc(/C=C2/NC(=O)N(c3ccccc3)C2=O)o1	-2	-0.5	-9	-10	0	-5	-13	2	28	-45
Cc1ccsc1C(=O)N(c1nc2ccccc2s1)c1c(C)cccc1C	2	-0.9	.	-2	.	5	-3	-1	1	-8
O=c1c2ccccc2c(C=NCc2ccccn2)c(O)n1-c1ccccc1Cl	-5	0.6	9	-4	1	6	1	-1	7	-5
CC(=O)c1ccc(OCC(=O)OC(C)C(=O)NC2CCCCC2C)cc1 (centres undefined)	-3	-1.3	6	-5	0	11	-12	-2	-2	-15
Cc1ccc(CN2CCCC(CO)(Cc3ccccc3C)C2)s1 (centres undefined)	-2	-0.6	5	-8	0	-13	-21	0	3	2
c1ccc(C(c2ccccc2)N2CCN(Cc3nnnn3C3CCCCC3)CC2)cc1	2	0.6	.	-11	-5	0	10	-1	16	23
O=C(O)c1cccc(NS(=O)(=O)c2ccc(Cl)c(C(=O)O)c2)c1	7	0.0	.	-2	1	-8	-5	3	2	-12
CC1(C)CC(=NOC(=O)c2ccccc2)CC(C)(C)N1O	3	2.1	-4	-14	-2	2	-20	-1	-2	-19
COc1ccc(NC(=O)C2CC(=O)n3ncnc3N2)cc1 (centres undefined)	-4	-0.7	-8	2	.	7	-7	-4	.	-10
COC(=O)[C@H](Cc1ccccc1)NC(=O)N1CCN(c2ccc(F)cc2)CC1	-2	0.1	.	-9	10	3	-12	3	1	-8
O=C(/C=C/c1ccc(F)cc1)Nc1cccc(S(=O)(=O)Nc2cccc(C(F)(F)F)c2)c1	13	-0.3	-7	-1	.	-7	-14	11	-2	11

Compound profiles, from the list above:
`c1ccc(C(c2ccccc2)N2CCN(Cc3nnnn3C3CCCCC3)CC2)cc1` in the list: V-ATPase pH: 2; CDK5 p35 inh: 0.6; MITF act: .; dFosB activator: -11; Wnt bcat act: -5; HTR5A inv ctr: 0; PvdQ inh: 10; HTR5A ag: -1; NSD2 HMT inh: 16; SR-BI HDL uptake: 23
`COc1ccc(NC(=O)C2CC(=O)n3ncnc3N2)cc1` (centres undefined) in the list: V-ATPase pH: -4; CDK5 p35 inh: -0.7; MITF act: -8; dFosB activator: 2; Wnt bcat act: .; HTR5A inv ctr: 7; PvdQ inh: -7; HTR5A ag: -4; NSD2 HMT inh: .; SR-BI HDL uptake: -10
`Cc1ccc(CN2CCCC(CO)(Cc3ccccc3C)C2)s1` (centres undefined) in the list: V-ATPase pH: -2; CDK5 p35 inh: -0.6; MITF act: 5; dFosB activator: -8; Wnt bcat act: 0; HTR5A inv ctr: -13; PvdQ inh: -21; HTR5A ag: 0; NSD2 HMT inh: 3; SR-BI HDL uptake: 2

As a working copy, 5 of the compounds above.
SMILES	V-ATPase pH	CDK5 p35 inh	MITF act	dFosB activator	Wnt bcat act	HTR5A inv ctr	PvdQ inh	HTR5A ag	NSD2 HMT inh	SR-BI HDL uptake
c1ccc(C(c2ccccc2)N2CCN(Cc3nnnn3C3CCCCC3)CC2)cc1	2	0.6	.	-11	-5	0	10	-1	16	23
O=C(O)c1cccc(NS(=O)(=O)c2ccc(Cl)c(C(=O)O)c2)c1	7	0.0	.	-2	1	-8	-5	3	2	-12
CC1(C)CC(=NOC(=O)c2ccccc2)CC(C)(C)N1O	3	2.1	-4	-14	-2	2	-20	-1	-2	-19
COc1ccc(NC(=O)C2CC(=O)n3ncnc3N2)cc1 (centres undefined)	-4	-0.7	-8	2	.	7	-7	-4	.	-10
COC(=O)[C@H](Cc1ccccc1)NC(=O)N1CCN(c2ccc(F)cc2)CC1	-2	0.1	.	-9	10	3	-12	3	1	-8

Carrying on:
SMILES	V-ATPase pH	CDK5 p35 inh	MITF act	dFosB activator	Wnt bcat act	HTR5A inv ctr	PvdQ inh	HTR5A ag	NSD2 HMT inh	SR-BI HDL uptake
N#CCCN(Cc1cccnc1)C(=S)Nc1ccc(OC(F)F)cc1	-2	-3.4	-4	3	0	-20	-11	5	1	-19
CN(Cc1ccccc1)S(=O)(=O)c1ccc2[nH]c(=O)oc2c1	-2	0.4	11	-4	-4	6	-16	-2	.	31
Cn1cccc1-c1nc2ccccc2[nH]1	3	1.6	63	6	0	-27	-15	-8	2	13
CCOC(=O)CN(C(=O)COc1nc(C)cc(C)c1C#N)c1ccc(Cl)cc1	7	-0.8	0	-14	-1	-26	-12	1	0	5
O=C(c1ccc(CSc2nc3ccncc3[nH]2)cc1)N1CCCCC1	3	-0.2	.	3	5	1	-9	0	.	-12
CCOC(=O)c1c(S(=O)(=O)NCC(=O)NCc2ccccc2Cl)c(C)n(C)c1C	1	-1.3	3	-2	0	-11	5	0	-2	-2
CC(=O)N1c2ccc(S(=O)(=O)N3CCCC(C(=O)Nc4cccc(Cl)c4)C3)cc2CC1C (centres undefined)	-3	0.1	-20	1	-3	-22	-5	1	-1	-5
COCCn1c(SCC(=O)Nc2ccc(S(=O)(=O)N3CCOCC3)cc2)nc2ccccc21	1	-0.5	-1	-10	-3	0	-8	0	2	-5
Cc1ccc(C)c(OCC(=O)NNC(=O)C2CCC2)c1	4	-10.0	-5	7	-4	-6	-12	2	0	-6
O=C(CN1C(=O)c2ccccc2C1=O)OC(C(=O)c1ccc(Cl)cc1)c1ccccc1 (centres undefined)	3	-1.6	3	-6	-1	-29	-10	0	-6	-11
Cc1onc(-c2ccccc2)c1C(=O)N1CCN(S(=O)(=O)c2ccc(OC(F)(F)F)cc2)CC1	-1	0.5	1	-18	-3	13	-11	10	.	14
Cc1nnc(SCC(=O)Nc2ccc(Br)cc2)n(N)c1=O	-3	1.9	6	-7	-1	2	10	7	-3	-9
COc1ccc(-n2cnnc2SCC(=O)Nc2ccccc2F)cc1	3	0.2	2	-5	-1	-13	-18	4	0	-5
CC(=O)N(C)C(c1ccc(N(C)C)cc1)c1nnnn1-c1c(C)cccc1C (centres undefined)	1	2.2	9	2	-3	16	6	2	4	25
CC1CCCCC1NC(=O)CSc1nc2ccccc2c(=O)n1Cc1ccco1 (centres undefined)	0	-1.0	-17	-13	-1	5	-8	-2	.	-22
O=C(CSc1nc2[nH]ncc2c(=O)[nH]1)Nc1ccccc1F	6	0.7	-3	0	1	1	-9	0	1	-1
CC(C)(C)C(=O)NC(=S)Nc1sc2c(c1C#N)CCCCC2	6	-3.9	28	-5	.	6	-3	-2	.	10
Cc1ccc(-n2cc(CN3CCN(C(=O)c4ncn[nH]4)CC3)c(-c3ccc(F)cc3)n2)cc1	2	-0.1	24	-4	11	3	-39	-6	-1	.
CCc1ccc2[nH]c3nc(C)cc(C)c3c(=O)c2c1	-1	0.1	?	-2	.	-3	-6	2	-5	9
N#CCCSCc1ccc(OCC(=O)O)cc1	0	-0.3	.	1	.	-1	-6	4	-2	-12
O=C(Cc1cccs1)N/N=C/C=C/c1ccco1	1	-0.7	19	10	2	8	16	-2	2	4
CCOC(=O)Cc1nnc(NC(=O)COc2ccc(F)cc2)s1	1	-0.2	7	-3	.	-13	-9	3	-1	-7

Source: PubChem BioAssay (several laboratories)
